Thrombin inh – inhibitors of human thrombin | actives 0.26% (n = 220,000) | AID 1046 | P00734 | alpha-thrombin, Boc-VPR-AMC fluorogenic substrate cleavage | inhibition, % at 5 µM;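 active = inhibition at or above 40%; inactive = inhibition below 40%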;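 also: 0% = enzyme with no compound and 100% = wells without enzyme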
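Assay system: human alpha-thrombin enzyme. Reagent: Boc-VPR-AMC substrate, 15 µM final. Compound dosing: one concentration per compound, 5 µM, with 0.2% DMSO. Incubation: room-temperature reaction. Technique: AMC fluorescence, 355/460 nm. Measure: % inhibition relative to enzyme controls and enzyme-free blanks.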
FXIa inh 1536 – inhibitors of human coagulation factor XIa. inhibition, % at 5 µM. actives 0.14% (n = 220,000). purified FXIa, Boc-Glu-Ala-Arg-AMC fluorogenic substrate. AID 798;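 active = inhibition of at least 40%; inactive = inhibition below 40%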;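 also: fluorescence of freed AMC excited at 355 nm; 0% = enzyme without compound and 100% = no enzyme blank; many of its hits are not listed in these tables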
Target sequence (P03951 19-387 limits assumed): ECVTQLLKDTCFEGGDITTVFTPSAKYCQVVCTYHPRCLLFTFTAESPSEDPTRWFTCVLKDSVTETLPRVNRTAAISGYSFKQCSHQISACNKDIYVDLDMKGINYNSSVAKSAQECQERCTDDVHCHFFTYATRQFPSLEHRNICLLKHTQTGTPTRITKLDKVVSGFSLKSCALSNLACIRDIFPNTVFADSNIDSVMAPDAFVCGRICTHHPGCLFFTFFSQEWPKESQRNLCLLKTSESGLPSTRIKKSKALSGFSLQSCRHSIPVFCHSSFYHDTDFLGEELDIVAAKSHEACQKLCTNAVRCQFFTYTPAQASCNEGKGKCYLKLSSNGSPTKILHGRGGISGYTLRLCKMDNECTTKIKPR
Target sequence (P03951 388-625 limits assumed): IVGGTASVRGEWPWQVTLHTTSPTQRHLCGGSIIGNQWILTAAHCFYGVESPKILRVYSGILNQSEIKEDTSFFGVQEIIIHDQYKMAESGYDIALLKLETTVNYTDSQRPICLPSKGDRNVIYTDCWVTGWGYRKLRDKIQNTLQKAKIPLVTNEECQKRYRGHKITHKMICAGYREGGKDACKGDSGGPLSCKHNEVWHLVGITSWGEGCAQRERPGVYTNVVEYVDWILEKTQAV
Rad51 HR inh – Rad51 (human) homologous recombination inhibition | Q06609 | hRad51 DNA strand exchange, fluorescence dequenching | inhibition, % at 10 µM | actives 0.085% (n = 200,000) | AID 1385;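 active = inhibition above 40% at the single screening dose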;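 also: 0% = DMSO control wells and 100% = blanks with heterologous ssDNA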
Target sequence (Q06609 whole entry, looked up): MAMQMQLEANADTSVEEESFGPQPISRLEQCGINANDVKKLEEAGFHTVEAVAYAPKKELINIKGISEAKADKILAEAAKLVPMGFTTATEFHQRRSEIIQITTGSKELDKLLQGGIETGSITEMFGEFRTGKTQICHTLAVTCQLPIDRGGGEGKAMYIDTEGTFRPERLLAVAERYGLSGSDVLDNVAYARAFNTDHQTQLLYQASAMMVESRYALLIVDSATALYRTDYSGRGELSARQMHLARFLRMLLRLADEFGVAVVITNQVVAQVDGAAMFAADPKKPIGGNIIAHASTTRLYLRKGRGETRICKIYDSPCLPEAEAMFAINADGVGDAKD
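Test system: preformed human Rad51 ssDNA filaments. Compound dosing: single dose, 10 µM final compound. Incubation: filaments 15 min 37 °C, then compound 30 min. Technique: FRET fluorescence dequenching, excitation 485 nm, emission 520 nm. Read-out basis: percent inhibition from fluorescence, normalised to plate control and blank means. Benchmarks: plate controls and plate blanks.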
FXIIa inh – factor XIIa (human) inhibition; AID 800; actives 0.3% (n = 220,000); purified FXIIa, Boc-QGR-AMC fluorogenic substrate, 2 h; inhibition, % at 5 µM; P00748; in the data active = inhibition above about 40%;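 also: 0% = enzyme with no compound and 100% = blank without enzyme; many of its hits are not listed in these tables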
L929 necroptosis – L929 zVAD cell death inhibition; L929 zVAD necroptosis rescue, ATP luminescence, 24 h; with zVAD 60 µM; viability rescue, % at 10 µM; actives 0.38% (n = 220,000); AID 1377;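 active = activation, scaled between plate controls, above about 75%, limit read from the data; inactive = activation under that limit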;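 also: 0% = zVAD with DMSO and 100% = DMSO alone without zVAD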
KLK5 inh – inhibitors of human kallikrein 5; inhibition, % at 5 µM; recombinant hK5, fluorogenic AMC substrate cleavage; Q9Y337; AID 873; actives 0.59% (n = 210,000);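 active = inhibition of 40% or more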;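 also: 0% = enzyme controls without compound and 100% = no-enzyme blanks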
KCC2 mod – KCC2 (human) Cl- transport modulation; B-score of Tl+ flux slope (higher = more flux/activation; lower = inhibition) at 10 µM; KCC2 cells, thallium flux FluoZin-2 fluorescence; actives 2.2% (n = 190,000);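 active = thallium flux slope and its plate-corrected score both differing from the plate sample mean at a set confidence after two filtering rounds, in either direction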;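 also: slope of fluorescence scaled to starting intensity during 10 to 20 s after thallium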
Hck-Nef inh – human Hck-Nef kinase inhibition; inhibition, % at 20 µM; AID 463187; actives 0.68% (n = 220,000); P08631; Recombinant Hck-YEEI plus Nef, Z-Lyte FRET kinase assay;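 active = Hck-Nef kinase inhibition above about 50%, limit read from the data; inactive = inhibition below that limit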;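 also: 0% = DMSO with Hck plus Nef and 100% = Hck alone without Nef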
TNF necrop inh – inhibitors of TNF-alpha induced necroptosis in Jurkat FADD-/- cells; actives 0.068% (n = 220,000); Jurkat FADD-/- TNF necroptosis rescue, ATP luminescence, 24 h; 0 = TNF only, 100 = no-TNF cells; AID 463075; activation (protection from cell death), % at 10 µM;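 active = activation, meaning protection from cell death, of at least 50% relative to plate controls; inactive = activation below 50%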;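 also: necroptosis triggered by 40 ng/mL TNF-alpha added together with compound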
Active calls of the source: *; x = not tested or not shown. Some of the compounds tested; rates above refer to the full screens.

SMILES	Thrombin inh	FXIa inh 1536	Rad51 HR inh	FXIIa inh	L929 necroptosis	KLK5 inh	KCC2 mod	Hck-Nef inh	TNF necrop inh
Cc1ccc(S(=O)(=O)N2CCCC2C(=O)NCCc2nc3ccccc3[nH]2)cc1 (stereo not drawn)	10	-4	-7	5	-0.8	-3	-0.18	8	-1.6
Cc1ccccc1Cn1cc(NC(=O)c2nc3ncccn3n2)cn1	20	13	-7	22	0.1	24	x	2	1.1
Cc1cccc(OCC(O)Cn2c(-n3nc(C)cc3C)nc3c2c(=O)[nH]c(=O)n3C)c1 (stereo not drawn)	8	5	-7	19	0.7	-1	-0.75	1	-1.1
CC(C)C(c1nnnn1C1CCCC1)N1CCc2ccccc21 (stereo not drawn)	-4	-4	-6	9	-0.2	17	0.64	-2	0.8
CC(C)(CCl)C(=O)Nc1ccc(Sc2ccc(F)cc2)cc1	4	0	7	5	1.1	1	-3	-2	-1.7
CCCCCC[n+]1c(-c2ccc(Cl)cc2Cl)csc1Nc1ccccc1	-12	-2	-8	6	0.9	-3	0.047	2	0.7
O=C(N/N=C/C=C\c1ccccc1[N+](=O)[O-])c1cccnc1	-5	3	x	10	0.5	8	0.011	22	-0.9
Cc1ccc(OCC(=O)N2CCN(S(C)(=O)=O)CC2)cc1	-1	0	1	10	0.7	0	1.1	10	3.4
Nn1c(SCC(=O)Nc2ccc3c(c2)OCO3)nnc1C1CC1	-5	0	1	10	0.1	1	0.51	1	-1.7
CC(=O)Nc1ccc(/C=N/NC(=O)CNC(=O)c2ccccc2)cc1	-3	-2	-16	3	1.0	-6	0.63	11	0.3
CC(C)(CC(=O)O)CC(=O)Nc1ccc(Oc2ccc(C(C)(C)C)cc2)nc1	-5	2	8	8	0.1	0	4.8*	8	0.9
Cc1ccc2cc(-c3noc(C4CCCCC4)n3)c(=O)[nH]c2c1	2	5	x	11	0.3	5	0.51	13	0.3
CCOC(=O)c1cc2c(s1)-c1ccccc1CC2	-1	-6	-1	6	0.2	-23	0.77	0	-3.8
O=C(/C=C/c1ccccc1[N+](=O)[O-])NCc1ccc(Cl)cc1	-3	-5	-18	7	28	-2	0.015	16	-0.9
CC1CCN(S(=O)(=O)c2ccc(N/N=C(/C#N)C(N)=O)cc2)CC1	6	3	8	9	-0.1	14	x	-1	-3.2
C1CCN(c2nc(N3CCCCC3)nc(N3CCNCC3)n2)CC1	-2	3	1	19	1.1	-8	0.36	0	-14
COc1ccccc1C1=NOC(Cn2c(NCC3CCCO3)nc3c2c(=O)n(C)c(=O)n3C)C1 (stereo not drawn)	-10	-10	x	-3	-0.3	-7	-0.33	0	-0.5
O=C(NCc1ccco1)c1ccc([N+](=O)[O-])o1	-1	-2	7	3	-1.8	-4	-0.83	20	-3.1
O=C(c1ccc(Cl)cc1)c1c[nH]cc1-c1ccccc1	0	5	-4	16	2.7	10	-0.55	9	4.3
CCC(=O)Nc1cccc(Oc2nc(C)cc(C)c2C#N)c1	-2	-9	-2	-9	0.1	-8	0.65	3	-0.4
CCNc1nc(Oc2ccc(=O)n(-c3ccccc3)n2)nc(N2CCOCC2)n1	-8	-6	0	-7	2.7	0	x	-1	1.4
O=S(=O)(/N=C(/Nc1ccccn1)c1ccc(Cl)cc1)c1ccc(Cl)cc1	-5	6	11	11	0.7	-13	0.61	-15	0.9
Cc1cc(C)cc(NC(=O)c2ccccc2NC(=O)CCC(=O)O)c1	0	9	10	11	2.4	-3	0.47	5	2.2
COc1ccc(/C=C/C(=O)NC(=S)Nc2ccc(C(=O)O)cc2)cc1	-5	5	-16	4	-0.1	-13	-0.81	1	5.7
Clc1ccc2[nH]c(-c3ccccc3)cc2c1	-1	-16	-6	3	0.1	-21	-0.15	1	-3.6
C=CC1C(N2CCOCC2)C(C)(C)S1(=O)=O (stereo not drawn)	-2	-2	-1	3	0.1	-5	2.6	-18	-0.3
COc1cc(NC(=O)c2ccco2)ccc1NC(=O)C(C)C	-7	-3	1	8	0.4	-2	x	3	-0.5
CN(C)CCCOC(=O)c1ccccc1	7	6	14	16	0.5	5	-0.16	-2	0.3
O=C(COC(=O)c1ccc([N+](=O)[O-])s1)Nc1ccc(Cl)cn1	-2	4	-32	17	x	-9	-1.2	3	0.9
Cc1cc(C(=O)OCC(=O)NC2CCS(=O)(=O)C2)c(C)n1-c1ccccc1 (stereo not drawn)	-7	-7	-6	-7	-0.1	-3	-0.12	3	-2.2
CC(=O)NS(=O)(=O)c1ccc(NC(=S)NC(=O)CC(C)C)cc1	-2	-3	10	-2	0.8	-5	-0.04	11	-0.3
NC(=O)CSc1nnc(Cc2csc(Nc3ccc(F)cc3)n2)n1Cc1ccccc1	1	10	1	14	-0.5	-1	0.24	9	-1.7
O=C1Cc2ccccc2C(=O)N1CCc1ccccc1	-4	-1	-8	3	0.8	-14	x	1	0.0
CCc1ccccc1NC(=O)Cn1nc(C(F)(F)F)cc1C1CC1	-4	-10	-10	-2	0.1	3	-0.36	-1	-1.9
COc1ccc(CC2(CO)CCN(S(=O)(=O)c3c(C)nn(C)c3C)CC2)cc1	-2	0	-1	10	0.4	3	-0.3	1	-0.2
Cc1c(C(=O)c2ccccc2)c2ccccn2c1CCc1ccccn1	-4	-1	-2	6	-0.1	0	-1.7	-12	-1.2
CC1=CCC2C(=O)N(c3ccc(N4CCOCC4)cc3)C(=O)C2C1 (stereo not drawn)	-10	0	x	5	-0.5	-1	0.59	17	2.4
CC(C)=CC(=O)O[C@H]1[C@@H]2[C@H](C)C(=O)O[C@@H]2C[C@@H](C)[C@@H]2[C@@H](O)CC(=O)[C@]21C	-5	-2	-8	7	-1.2	-4	1.2	27	-0.1
O/N=C/c1ccc2ccccc2c1	-4	-3	4	6	8.3	3	-0.19	21	-0.2
Cc1ccc(OCCn2c(=O)oc3ccc(C)cc32)cc1	-7	-1	-5	12	-1.1	4	-0.69	16	0.7
CCS(=O)(=O)N1CCCC(C(=O)NCCc2ccccc2)C1 (stereo not drawn)	-15	-4	4	4	0.4	-19	-0.0034	-2	0.6
O=C(NCc1cccc(F)c1)C1CCN(S(=O)(=O)Cc2ccccc2)CC1	2	-22	-5	10	0.2	10	-1.9	3	-2.5
O=C(COC(=O)c1n[nH]c2ccccc12)NC(=O)NCc1ccco1	-3	-6	-7	2	3.8	2	x	1	-0.4
Cc1cc(=O)[nH]c2c(N=Nc3ccc(O)cc3)c(N)nn12	-4	-3	9	3	0.8	-5	-0.72	-2	-2.1
O=C(Nc1nc(-c2ccccn2)cs1)C1CC(=O)N(c2ccc3c(c2)OCCO3)C1 (stereo not drawn)	-10	3	-15	6	1.8	-24	-3*	8	2.9
CC1CCCCC1NC(=S)NC(=O)c1sc2ccccc2c1Cl (stereo not drawn)	-4	-1	x	0	0.1	0	2.1	22	1.5
O=C(NNC(=O)c1cccc2ccccc12)c1ccc(-c2ccccc2)cc1	-3	13	x	11	0.8	-18	0.052	4	1.1
COc1cccc(OC)c1C(=O)NC(=S)NCc1ccccc1	-3	-1	-1	10	2.0	0	-0.059	-32	0.1
CC(=O)c1ccc(NC(=O)C2CCCN(C(=O)c3ccc(Cl)cc3)C2)cc1 (stereo not drawn)	-3	4	10	3	1.0	2	-0.005	30	-0.4
CCCC[N+](CC#CCO)(CC#Cc1ccccc1)CCCC	-1	0	22	4	-0.1	1	-1.6	21	3.4
CCOC(=O)C(C)n1ncn2cccc2c1=O (stereo not drawn)	-2	2	-7	14	0.9	-18	x	1	-0.2
O=C(N=Nc1c(O)[nH]c2ccc(Br)cc12)c1cc(-c2cccs2)nc2ccccc12	-1	0	-12	-6	2.4	-16	0.11	163*	0.3
Cc1ccc(/C=C/C(=O)O)cc1S(=O)(=O)Nc1ccc(C(=O)O)cc1	-3	2	x	8	0.8	3	-0.0021	27	1.3
Cc1ccc(OCCCC(=O)NC(C)c2ccccc2)c(C)c1 (stereo not drawn)	6	3	38	11	1.3	-1	-2.7	-1	-0.5
CCOC(=O)c1cc2c(=O)n3ccccc3nc2n(CCCOC)c1=NC(=O)c1cccnc1	-6	-7	x	-14	-0.6	-4	-0.37	19	-0.8
O=C(CSc1nc(-c2ccc(F)cc2)cs1)N1CCc2ccccc21	12	11	-1	15	-0.2	4	-0.48	2	-1.6
O=C(NCc1ccco1)C(=O)c1c[nH]c2ccccc12	1	2	17	5	1.8	-12	0.48	-7	1.2
Cc1c(N/C=C/C(=O)c2ccc(Cl)cc2)c(=O)n(-c2ccccc2)n1C	8	7	-5	5	0.6	21	-0.09	-2	-1.1
COc1ccc(NC(=O)COC(=O)/C=C/C(=O)OCC(=O)Nc2ccc(OC)c(Cl)c2)cc1Cl	-13	-1	-3	7	1.6	-16	-0.016	4	1.3
Cc1cc(C)n2nc(SCC#N)nc2n1	-6	-3	6	8	0.1	-9	0.86	22	1.6
Other records follow.
SMILES	Thrombin inh	FXIa inh 1536	Rad51 HR inh	FXIIa inh	L929 necroptosis	KLK5 inh	KCC2 mod	Hck-Nef inh	TNF necrop inh
NC(C(=O)O)C(c1ccccc1)C(F)F (stereo not drawn)	-2	-10	2	5	0.3	-8	-0.12	9	-0.7
O=C(N/N=C/c1ccc([N+](=O)[O-])cc1)c1cc(-c2ccc3c(c2)OCO3)n[nH]1	-4	-3	7	1	-0.2	-1	-0.087	64*	7.1
Cc1cc(O)cc(=O)n1Cc1ccco1	-2	-5	-12	7	2.6	-9	x	-2	1.1
Cc1ccc(/C=C2\NC(=S)NC2=O)cc1[N+](=O)[O-]	-4	-6	3	5	26	-5	3*	18	1.3
CN(C)c1ccc(/C=C2/C(=O)N(c3ccc([N+](=O)[O-])cc3)N=C2N2CCOCC2)cc1	2	10	9	20	0.1	16	x	0	-3.4
C/C(=N\NC(=O)NC1CCCCC1)c1ccc(OC(F)F)cc1OC(F)F	-15	-4	-7	5	13	-5	0.25	-3	0.2
O=C(CN1CCN(S(=O)(=O)/C=C/c2ccccc2)CC1)Nc1ccccc1N1CCOCC1	-4	-2	x	2	-0.2	-6	0.78	29	0.7
CC(C(=O)N1CCCc2ccccc21)N1CCN(c2ccccn2)CC1 (stereo not drawn)	-7	-2	-3	7	0.0	5	-1.1	-29	0.9
CCC(CC)c1nnc(NC(=O)/C=C/c2ccco2)s1	5	4	x	13	-0.2	0	-0.15	0	2.2
Cc1ccc(-n2cc(CNC(C)c3cnn(C)c3C)c(-c3ccc(F)cc3)n2)cc1 (stereo not drawn)	0	-1	x	7	1.0	x	0.2	4	2.0

Exported with two lines to a compound: 3 of the compounds above.
Every second line gives: Thrombin inh | FXIa inh 1536 | Rad51 HR inh | FXIIa inh | L929 necroptosis | KLK5 inh | KCC2 mod | Hck-Nef inh | TNF necrop inh
C/C(=N\NC(=O)NC1CCCCC1)c1ccc(OC(F)F)cc1OC(F)F
  -15 | -4 | -7 | 5 | 13 | -5 | 0.25 | -3 | 0.2
Cc1ccc(/C=C2\NC(=S)NC2=O)cc1[N+](=O)[O-]
  -4 | -6 | 3 | 5 | 26 | -5 | 3* | 18 | 1.3
Cc1cc(O)cc(=O)n1Cc1ccco1
  -2 | -5 | -12 | 7 | 2.6 | -9 | x | -2 | 1.1

High-throughput results deposited in PubChem by several laboratories.
